Compound activity as filed in PubChem.
LANA DNA inh = blocks KSHV LANA C-terminal domain binding to DNA. MBP-C-LANA/FAM-LBS DNA binding, fluorescence polarization. hit rate 0.078% among 340,000. inhibition, % at 9 µM. AID 504423;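 active = highest replicate inhibition at or above 60% at 9 µM, even if other replicates fall short; inactive = all replicates below 60% inhibition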;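 note: 0% = neutral control wells and 100% = 4 µM acridine orange control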
RTF Ca sens act = cardiac RTF calcium sensitization; activation, % at 7.2 µM; IANBD-labeled TnC RTF fluorescence at EC20 calcium; 0% EC20 calcium, 100% full calcium; AID 493008; hit rate 0.24% among 340,000; P19429+P45379;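 active = activation above the mean over all tested compounds plus 3 SD, cut at about 30% in these data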;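 note: rise in fluorescence read as greater calcium sensitivity of cardiac thin filaments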
NSD2 HMT inh = NSD2 (human) methyltransferase inhibition; hit rate 0.54% among 310,000; AID 743445; NSD2 peptide methylation, AlphaScreen, 120 min; inhibition, % at 12.5 µM; in the data active = inhibition above about 50%
PfHsp90 set2 = growth inhibition of yeast expressing Plasmodium Hsp90; S. cerevisiae expressing PfHsp90, BacTiter-Glo ATP, 48 h; yeast lacking PDR1 and PDR3 efflux regulators; inhibition, % at 9.4 µM; hit rate 0.32% among 310,000; AID 504621;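 active = every replicate shows inhibition above about 80%, whatever the replicate mean, limit read from the data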;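 note: 0% = DMSO neutral controls and 100% = 20 µM radicicol positive controls; yeast relying on Plasmodium falciparum Hsp90 in place of its own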
dFosB act = activators of mouse delta FosB homodimer. P13346. purified delta FosB, TAMRA-CDK5 oligo fluorescence polarization; percent of positive-control signal above neutral wells. activation, % at 25 µM. hit rate 0.99% among 340,000;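 active = mean activation above about 17%, with every replicate also reaching it, limit read from the data, passing the limit was not always enough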;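 note: fluorescence polarization rise as delta FosB binds a TAMRA Cdk5 AP-1 oligo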
Target sequence (P13346 whole entry, looked up): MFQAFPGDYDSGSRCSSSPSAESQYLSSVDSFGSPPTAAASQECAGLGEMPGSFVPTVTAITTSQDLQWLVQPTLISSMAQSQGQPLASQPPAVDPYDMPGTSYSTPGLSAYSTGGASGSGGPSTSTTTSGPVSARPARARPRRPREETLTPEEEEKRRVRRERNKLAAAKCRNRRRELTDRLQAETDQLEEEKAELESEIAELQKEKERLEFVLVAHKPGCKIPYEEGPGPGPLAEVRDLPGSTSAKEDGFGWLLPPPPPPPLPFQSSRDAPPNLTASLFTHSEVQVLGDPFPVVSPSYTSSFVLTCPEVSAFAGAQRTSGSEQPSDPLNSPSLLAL
Cardiac RTF inh = cardiac RTF calcium desensitization. IANBD-labeled cardiac RTF, Ca2+ fluorescence. inhibition, % at 7.15 µM. hit rate 0.12% among 340,000. AID 493244;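 active = inhibition above the mean inhibition of all tested compounds plus 3 SD, cut at about 17% in these data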;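 note: assay run at fixed EC70 calcium of 1.6 mM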
Rtt109 Vps75 = blocks Candida albicans Rtt109/Vps75 acetyltransferase activity | purified Rtt109/Vps75, ThioGlo CoA-SH fluorescence, 4 h | AID 540336 | Q5AAJ8 | hit rate 0.16% among 330,000 | inhibition, % at 34.9 µM;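 active = inhibition of at least 50% in every replicate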
Keap1-Nrf2 PPI = inhibitors of human Keap1-Nrf2 protein-protein interaction; hit rate 0.15% among 340,000; Keap1 Kelch-Nrf2 peptide fluorescence polarization, 1536-well; inhibition, % at 9.4 µM; in the data active = inhibition above about 12%;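 note: human Keap1 Kelch domain with fluorescein labeled Nrf2 9mer peptide probe; 0% = neutral control wells and 100% = peptide positive control; higher means more block of Keap1 binding to Nrf2 peptide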
SUMO Mot1 rescue = blocks SUMOylation pathway, rescuing yeast Mot1-301 growth; AID 2716; growth rescue, % at 18.8 µM; S. cerevisiae Mot1-301 growth rescue, ATP luminescence, 38.5C; percent above DMSO median, 100 means doubled; hit rate 1% among 320,000;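 active = every valid replicate shows activation above 250% relative to neutral control wells; inactive = the rest, any valid replicate at or below 250%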;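 note: OY570 slx delta 5 strain wells were the positive control but not used for scaling; some compounds called inactive have numbers as strong as hits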
PvdQ acylase = blocks Pseudomonas aeruginosa PvdQ acylase activity | purified PvdQ acylase, fluorescence plate reader | AID 488965 | inhibition, % at 10 µM | hit rate 0.063% among 340,000; in the data active = inhibition above about 30%, passing the limit was not always enough;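 note: 0% = vehicle neutral wells and 100% = reference inhibitor wells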
CDK5 p35 inh = blocks human CDK5/p35 kinase activity. Q00535+Q15078. Recombinant CDK5/p35, ADP-Glo luminescence, 60 min. inhibition, % at 10 µM. hit rate 0.01% among 330,000;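 active = highest replicate inhibition of at least 50% and at least 75% of replicates reaching 50%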;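 note: plate controls were DMSO neutral control for no effect and GW8510 at 10 µM for full effect; many of its hits are not listed in these tables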
Target sequence (Q00535 whole entry, looked up): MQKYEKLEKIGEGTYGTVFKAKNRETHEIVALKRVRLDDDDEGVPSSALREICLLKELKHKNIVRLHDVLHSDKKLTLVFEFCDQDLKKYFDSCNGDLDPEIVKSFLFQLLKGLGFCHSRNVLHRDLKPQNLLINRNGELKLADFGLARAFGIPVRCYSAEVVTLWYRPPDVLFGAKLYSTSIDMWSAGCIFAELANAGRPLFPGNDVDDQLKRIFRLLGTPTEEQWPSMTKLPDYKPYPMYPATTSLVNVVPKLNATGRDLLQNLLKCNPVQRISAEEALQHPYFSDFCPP
Target sequence (Q15078 whole entry, looked up): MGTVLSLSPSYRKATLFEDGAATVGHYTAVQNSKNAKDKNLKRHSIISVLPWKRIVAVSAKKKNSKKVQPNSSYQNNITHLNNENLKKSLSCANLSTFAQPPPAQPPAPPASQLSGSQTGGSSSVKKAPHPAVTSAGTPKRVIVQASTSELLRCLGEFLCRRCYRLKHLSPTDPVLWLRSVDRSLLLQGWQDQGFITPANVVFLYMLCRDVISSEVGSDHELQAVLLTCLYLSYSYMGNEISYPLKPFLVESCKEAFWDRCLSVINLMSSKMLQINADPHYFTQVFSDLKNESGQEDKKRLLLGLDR
The depositor's hits bear a star; . = no result given.

| smiles | PfHsp90 set2 | Rtt109 Vps75 | NSD2 HMT inh | CDK5 p35 inh | dFosB act | Keap1-Nrf2 PPI | Cardiac RTF inh | SUMO Mot1 rescue | LANA DNA inh | RTF Ca sens act | PvdQ acylase |
| --- | --- | --- | --- | --- | --- | --- | --- | --- | --- | --- | --- |
| COc1ccc(-c2nc(C#N)c(N3CC(C)OC(C)C3)o2)cc1OC (centres undefined) | -32 | 14 | 0 | 1.0 | -11 | 0 | 1 | 22 | -0.2 | 9 | -15 |
| Cc1ccc(-c2nc(=S)c3c(n2CC2CCCO2)CC(C)(C)OC3)cc1 (centres undefined) | -3 | -3 | -2 | 2.7 | -5 | -1 | 3 | . | -0.7 | 3 | 1 |
| O=C(O)C1CCN(C(=O)c2ccc(Cl)cc2)CC1 | 15 | 0 | 0 | -0.1 | -5 | -1 | -3 | -17 | 1.8 | -3 | -24 |
| O=c1oc2ccccc2nc1/C=C(O)/C=C\c1ccccc1 | . | -5 | 4 | 0.3 | -4 | -3 | -5 | -2 | 1.7 | 0 | -8 |
| Cc1nn(-c2ccccc2)c(N)c1Sc1ccc([N+](=O)[O-])cc1 | 15 | 11 | 6 | 2.1 | 0 | 1 | -24 | -2 | 3.1 | -4 | -3 |
| COc1ccc2c(c1OC)C(=O)OC2CC(=O)c1ccc(O)c(O)c1 (centres undefined) | 1 | 6 | 6 | 0.4 | 0 | 5 | -4 | 23 | -0.8 | -1 | -1 |
| O=C(NC1(C(F)(F)F)NC(=O)N(Cc2ccccc2)C1=O)c1cccnc1 (centres undefined) | -19 | 7 | 12 | -1.8 | 6 | -2 | 0 | -8 | -0.8 | -4 | -8 |
| CC(=O)C(Cc1ccccc1)NC(=O)COc1ccc2c(c1)OCO2 (centres undefined) | -1 | -3 | 0 | 0.0 | -7 | 0 | -3 | 6 | 1.7 | -2 | -20 |
| C=C1CN(Cc2ccccc2)S(=O)(=O)c2ccccc21 | . | 0 | . | 1.0 | -4 | 0 | 1 | 10 | -2.6 | 0 | -10 |
| COc1ccc(S(=O)(=O)N2CCOC2CNC(=O)C(=O)NCCc2c[nH]c3ccccc23)cc1 (centres undefined) | 9 | -1 | . | 0.4 | -3 | 4 | -11 | 9 | -2.9 | 6 | -7 |
| O=Cc1c(F)cccc1N1CCCC1 | 1 | 1 | -2 | -0.6 | 7 | -3 | -3 | -14 | 0.6 | -3 | -8 |
| COC(=O)C(Cc1ccc(OC(=O)c2ccc(Cl)cc2)cc1)N1Cc2ccccc2C1=O (centres undefined) | 11 | 7 | 0 | 0.7 | -6 | 3 | 1 | -2 | 0.4 | -1 | -2 |
| CCOc1cc(/C=N/NC(=O)CN2CCOCC2)ccc1OCc1ccc(Cl)cc1 | -19 | 0 | 5 | -0.8 | -11 | 7 | -7 | 9 | -0.8 | -6 | 5 |
| C=CCn1c(C)c(C(=O)OCC)c2cc(O)c3ccccc3c21 | -8 | 0 | -2 | 1.5 | 2 | 4 | -14 | 15 | -0.8 | -2 | 1 |
| CC1CCN(S(=O)(=O)c2cccc(C(=O)Nc3nncs3)c2)CC1 | 3 | -5 | 0 | -1.3 | -4 | 3 | -2 | 1 | 1.9 | -6 | 2 |
| Cc1ccc(CCN2CC(C(=O)NCc3ccc4c(c3)OCO4)CC2=O)cc1 (centres undefined) | 26 | -1 | -8 | 1.4 | -4 | -2 | 5 | -9 | 0.7 | 1 | -9 |
| COc1ccc(-c2nnc(SCC(=O)Nc3nncs3)o2)cc1 | -2 | -19 | -2 | 0.0 | 3 | -4 | 3 | 10 | 0.5 | -6 | -5 |
| CCOC(=O)N1CCN(S(=O)(=O)Cc2ccccc2)CC1 | -16 | -4 | -1 | 0.3 | -3 | -1 | -4 | 3 | -0.6 | -5 | -6 |
| Cc1ccc(NC(=O)CSc2nc(=O)n(CCCN3CCOCC3)c3c2CCCC3)c(C)c1 | . | 1 | -2 | 0.5 | -7 | -2 | -1 | -13 | -0.7 | 3 | -5 |
| CCS(=O)(=O)Nc1ccc2[nH]c(=O)[nH]c2c1 | -14 | -7 | -2 | -0.4 | -1 | -5 | -8 | 1 | 0.2 | 3 | -8 |
| CS(=O)(=O)N1CCC(Oc2cccc(C(=O)NCCCOc3cccnc3)c2)CC1 | 1 | -3 | 4 | -1.7 | -2 | 3 | -1 | 1 | -1.5 | 1 | -11 |
| CCCS(=O)(=O)N1CCN(Cc2ccccc2C(F)(F)F)CC1 | -11 | 5 | -5 | 6.6 | -11 | 4 | -6 | 5 | -0.4 | 9 | 2 |
| O=C(Nc1ccc2oc(-c3ccccc3)nc2c1)c1cccs1 | 25 | -2 | -4 | 1.1 | 0 | 2 | 3 | -3 | -1.1 | 1 | -4 |
| CCOc1ccccc1N1CC(C(=O)NNC(=O)c2ccc(F)cc2)CC1=O (centres undefined) | -7 | 3 | -2 | 1.0 | -6 | -5 | 11 | -24 | 0.9 | 6 | 3 |
| Clc1ccc(SCNc2ccccc2Cl)cc1 | 7 | -8 | 0 | 0.4 | 5 | -2 | -7 | -16 | -0.4 | -1 | -7 |
| NC(=O)N/N=C/c1cn(-c2ccccc2)nc1-c1cccs1 | 16 | 2 | 2 | 0.1 | -6 | 1 | 0 | 8 | -2.7 | 1 | -10 |
| COc1cc2nc(N(CCN(C)C)C(=O)c3ccc4ccccc4c3)sc2cc1OC | -22 | -1 | 1 | -3.1 | 0 | 1 | -10 | 38 | -2.7 | -6 | -3 |
| CCOc1ccccc1OCCCC(=O)NC1CCCc2ccccc21 (centres undefined) | -5 | -4 | -3 | -0.1 | -3 | -1 | -6 | 58 | 0.1 | -5 | 14 |
| COc1ccc(C(=O)C(CO)Oc2ccccc2OC)cc1OC (centres undefined) | -44 | -3 | -1 | -0.6 | -2 | -2 | -4 | 5 | 0.9 | -2 | -9 |
| Cn1c(SCC(=O)Nc2ccc(C(=O)O)cc2)nc2scc(-c3ccccc3Cl)c2c1=O | -6 | 3 | 0 | 0.2 | -9 | 1 | 0 | 6 | 0.3 | -1 | 23 |
| COc1ccc(-n2cc(CNCCCN3CCCC3=O)c(-c3ccccc3Cl)n2)cc1 | 6 | 6 | 0 | 0.2 | -6 | -1 | -3 | -21 | -0.7 | -4 | -11 |
| O=C(/C=C/Nc1cccc(F)c1)c1ccco1 | 6 | 4 | -1 | 0.8 | 0 | 2 | 3 | -6 | 2.0 | 8 | 1 |
| O=C(c1ccc(Cl)cc1Cl)c1ncc(C(F)(F)F)cc1Cl | . | -7 | 0 | 1.6 | 5 | 2 | -6 | -5 | 1.6 | -2 | -6 |
| CC(C(=O)Nc1ccc2[nH]c(=O)[nH]c2c1)N1CCN(Cc2ccc3c(c2)OCO3)CC1 (centres undefined) | -15 | 4 | . | -0.4 | 2 | -3 | -10 | -2 | -0.9 | 0 | -15 |
| COc1ccc(S(=O)(=O)N2CCC(C(=O)NCCC(=O)NC3CC3)CC2)cc1 | 2 | 15 | 0 | . | 2 | -3 | -10 | 0 | 1.6 | 6 | 4 |
| COC(=O)c1sccc1-n1cccc1C(=O)C(=O)N1CCCC1 | 5 | 0 | -3 | 1.5 | 4 | 1 | 5 | 2 | 4.2 | -5 | 1 |
| CC(C)Sc1nc2ccccc2[nH]1 | 19 | -3 | -5 | -3.8 | -1 | -7 | -1 | -20 | 0.5 | 6 | 9 |
| Cc1cc(-c2nnc3n2N=C(c2ccccc2)CS3)n[nH]1 | 17 | 1 | 1 | -2.0 | -5 | -4 | 4 | -12 | 0.5 | 5 | 1 |
| O=C1NC2(CCCCC2)N(C(=O)c2ccccc2)C2=C1CCCC2 | -25 | 0 | 0 | -4.8 | -11 | -2 | 5 | -11 | -1.0 | 1 | -2 |
| CN(C)S(=O)(=O)c1ccc(C(=O)NCc2nc3ccccc3s2)cc1 | -12 | 0 | -3 | 0.6 | -6 | -4 | -26 | 9 | -1.6 | -2 | -7 |
| COC(=O)c1cc(C(=O)N2CCN(C(=O)c3ccco3)CC2)cc([N+](=O)[O-])c1 | 7 | -9 | -5 | 3.5 | -3 | -2 | -7 | 1 | 0.8 | 1 | -12 |
| COC(=O)COc1ccc(S(=O)(=O)NCC2CCCO2)cc1Cl (centres undefined) | 17 | -3 | 51* | -0.1 | 2 | 6 | 2 | -10 | -0.2 | 4 | -12 |
| CCN(CC)C(=O)C(=O)c1cccn1-c1c(Cl)cccc1C#N | 24 | -1 | -1 | -8.5 | -5 | -2 | 6 | -1 | 0.6 | 4 | 2 |

In a second layout: results already given.
O=C(c1ccc(Cl)cc1Cl)c1ncc(C(F)(F)F)cc1Cl
  PfHsp90 set2 = .
  Rtt109 Vps75 = -7
  NSD2 HMT inh = 0
  CDK5 p35 inh = 1.6
  dFosB act = 5
  Keap1-Nrf2 PPI = 2
  Cardiac RTF inh = -6
  SUMO Mot1 rescue = -5
  LANA DNA inh = 1.6
  RTF Ca sens act = -2
  PvdQ acylase = -6
CC(C(=O)Nc1ccc2[nH]c(=O)[nH]c2c1)N1CCN(Cc2ccc3c(c2)OCO3)CC1 (centres undefined)
  PfHsp90 set2 = -15
  Rtt109 Vps75 = 4
  NSD2 HMT inh = .
  CDK5 p35 inh = -0.4
  dFosB act = 2
  Keap1-Nrf2 PPI = -3
  Cardiac RTF inh = -10
  SUMO Mot1 rescue = -2
  LANA DNA inh = -0.9
  RTF Ca sens act = 0
  PvdQ acylase = -15

Of the compounds above, 8 have an aryl methoxy group:
| smiles | PfHsp90 set2 | Rtt109 Vps75 | NSD2 HMT inh | CDK5 p35 inh | dFosB act | Keap1-Nrf2 PPI | Cardiac RTF inh | SUMO Mot1 rescue | LANA DNA inh | RTF Ca sens act | PvdQ acylase |
| --- | --- | --- | --- | --- | --- | --- | --- | --- | --- | --- | --- |
| COc1ccc(-c2nc(C#N)c(N3CC(C)OC(C)C3)o2)cc1OC (centres undefined) | -32 | 14 | 0 | 1.0 | -11 | 0 | 1 | 22 | -0.2 | 9 | -15 |
| COc1ccc2c(c1OC)C(=O)OC2CC(=O)c1ccc(O)c(O)c1 (centres undefined) | 1 | 6 | 6 | 0.4 | 0 | 5 | -4 | 23 | -0.8 | -1 | -1 |
| COc1ccc(S(=O)(=O)N2CCOC2CNC(=O)C(=O)NCCc2c[nH]c3ccccc23)cc1 (centres undefined) | 9 | -1 | . | 0.4 | -3 | 4 | -11 | 9 | -2.9 | 6 | -7 |
| COc1ccc(-c2nnc(SCC(=O)Nc3nncs3)o2)cc1 | -2 | -19 | -2 | 0.0 | 3 | -4 | 3 | 10 | 0.5 | -6 | -5 |
| COc1cc2nc(N(CCN(C)C)C(=O)c3ccc4ccccc4c3)sc2cc1OC | -22 | -1 | 1 | -3.1 | 0 | 1 | -10 | 38 | -2.7 | -6 | -3 |
| COc1ccc(C(=O)C(CO)Oc2ccccc2OC)cc1OC (centres undefined) | -44 | -3 | -1 | -0.6 | -2 | -2 | -4 | 5 | 0.9 | -2 | -9 |
| COc1ccc(-n2cc(CNCCCN3CCCC3=O)c(-c3ccccc3Cl)n2)cc1 | 6 | 6 | 0 | 0.2 | -6 | -1 | -3 | -21 | -0.7 | -4 | -11 |
| COc1ccc(S(=O)(=O)N2CCC(C(=O)NCCC(=O)NC3CC3)CC2)cc1 | 2 | 15 | 0 | . | 2 | -3 | -10 | 0 | 1.6 | 6 | 4 |
